Screening data (PubChem BioAssay)
CFTR F508del cor = correctors of CFTR F508del function in bronchial epithelial cells; CFBE cells, YFP halide quenching; stimulated with forskolin plus potentiator P3; % fluorescence drop versus neutral controls; activity (quench increase), % at 7.58 µM; 0.36% of 350,000 active; AID 720511;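 active = mean added fluorescence quench of at least 8% versus neutral control, with both replicates also reaching 8%; inconclusive = only one of the mean or replicate conditions met; inactive = mean below 8% and not both replicates reaching 8%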;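 note: cells transiently co-express mutant CFTR-F508del with the halide-sensitive YFP; corrector assay measuring rescue of mutant channel to the surface after 24 h compound exposure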
Xi reactivation = activators of X-chromosome reactivation in mouse fibroblasts. XiGFP mouse fibroblasts, % GFP-positive cells imaging, 3 d; cells co-treated with 5-aza-dC sensitizer; scaled so ellipticine positive control = 100%. 0.055% of 360,000 active. AID 743238. activation, % at 7.58 µM;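 active = mean normalized replicate activation at least 10% and every replicate at or above 10%; inconclusive = only one of the two criteria met; inactive = mean below 10% and not all replicates reach 10%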;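 note: 0% = median of on-plate neutral control wells and 100% = ellipticine 6 µM median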
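Assay system: SV40-immortalized XiGFP fibroblast cells, line 68-5-11; buffer or medium: DMEM plus 5-aza-dC sensitizer; compound: one concentration, pinned; timing: compounds 3 days, fix/stain 15 min at room temperature; benchmarks: positive control ellipticine, 6 µM final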
CASP6 VEID inh = caspase-6 (human) enzyme inhibition. P55212. inhibition, % at 12.5 µM. purified caspase-6, Z-VEID-R110 cleavage fluorescence. 0.53% of 350,000 active;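 active = mean inhibition across replicates at least about 35%, with every replicate also reaching that limit, limit read from the data; inconclusive = only one of the two criteria met; inactive = neither criterion met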;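 note: 0% = median of neutral control wells and 100% = no fluorescence left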
Target sequence (P55212 24-179 limits assumed): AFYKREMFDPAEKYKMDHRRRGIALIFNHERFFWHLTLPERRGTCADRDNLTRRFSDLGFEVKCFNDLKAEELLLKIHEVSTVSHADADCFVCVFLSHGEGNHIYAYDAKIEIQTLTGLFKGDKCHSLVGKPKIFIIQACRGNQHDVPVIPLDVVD
Target sequence (P55212 194-293 limits assumed): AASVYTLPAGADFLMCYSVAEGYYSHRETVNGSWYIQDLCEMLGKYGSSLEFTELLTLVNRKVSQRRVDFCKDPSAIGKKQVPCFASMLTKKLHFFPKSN
E-sel inducer = E-selectin induction on HUVECs; P16581; HUVEC E-selectin immunofluorescence imaging; normalized: neutral wells 0, TNF-alpha wells 100; activation, % at 7.58 µM; 0.37% of 260,000 active; AID 686992;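 active = mean E-selectin-positive cell signal at least 10% of the positive control, reached in at least 60% of replicates, without over 20% cell loss; inconclusive = no rule given, readout overlaps actives, possibly toxicity-flagged; inactive = the rest, including those meeting only one limit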;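 note: in these data hits start at about 27%; measured in HUVEC primary endothelial cells; signal is the percent of cells scored E-selectin positive by PE staining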
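Read-out: % PE-positive cells | Test system: HUVEC | Doses: One compound dose added by pin transfer | Buffer or medium: EGM-2 over gelatin coat | Signal: Immunofluorescence imaging | Benchmarks: TNF-alpha, DMSO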
DENV2 CPE = inhibitors of DENV2 cytopathic effect. DENV2-infected cells, cytopathic effect rescue, plate reader. 1.7% of 350,000 active. AID 651640. CPE inhibition, % at 9.99 µM; in the data active = CPE inhibition above about 20%, passing the limit was not always enough; inconclusive = no clear call, values can overlap the other calls; tested in BHK-21 cells;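 note: 0% = median of neutral control wells and 100% = median of positive control wells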
RAD54 inh = inhibitors of human RAD54 branch migration; Q92698; RAD54 Holliday junction branch migration, FAM/BHQ fluorescence; inhibition, % at 10.4 µM; 0.14% of 360,000 active; AID 602329;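 active = mean normalized replicate activity at least 40 and at least half of replicates scoring 40 or more; inconclusive = only one of the two criteria met; inactive = mean below 40 and under half of replicates reaching 40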;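 note: 0% = median of neutral control wells and 100% = median of positive control wells; inhibitors cause a drop in the FAM fluorescence signal; in these data hits start at about 50%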
Target sequence (Q92698 whole entry, looked up): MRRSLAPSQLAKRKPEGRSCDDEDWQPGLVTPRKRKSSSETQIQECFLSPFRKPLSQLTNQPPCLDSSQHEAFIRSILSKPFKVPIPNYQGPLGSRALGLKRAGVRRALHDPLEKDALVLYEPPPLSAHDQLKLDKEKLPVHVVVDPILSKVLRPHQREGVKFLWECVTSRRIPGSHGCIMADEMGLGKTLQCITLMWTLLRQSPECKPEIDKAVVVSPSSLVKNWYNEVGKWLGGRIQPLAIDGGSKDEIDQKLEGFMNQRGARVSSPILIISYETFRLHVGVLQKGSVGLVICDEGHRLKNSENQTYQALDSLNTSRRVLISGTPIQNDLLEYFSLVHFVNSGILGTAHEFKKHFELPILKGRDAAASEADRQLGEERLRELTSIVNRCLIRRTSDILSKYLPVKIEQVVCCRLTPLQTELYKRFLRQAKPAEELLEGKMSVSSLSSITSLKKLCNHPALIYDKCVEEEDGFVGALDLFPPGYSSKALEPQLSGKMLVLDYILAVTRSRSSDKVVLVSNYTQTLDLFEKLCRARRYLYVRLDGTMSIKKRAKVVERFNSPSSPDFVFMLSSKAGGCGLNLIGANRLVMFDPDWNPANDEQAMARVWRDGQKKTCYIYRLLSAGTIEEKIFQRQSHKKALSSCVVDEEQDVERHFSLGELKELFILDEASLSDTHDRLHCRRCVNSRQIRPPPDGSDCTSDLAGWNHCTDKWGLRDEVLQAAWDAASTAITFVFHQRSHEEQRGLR
GSIS activator = GLuc luminescence reporter in INS-1E cells, primary screen for activators of glucose-dependent secretion of insulin; INS-1E GLuc reporter insulin secretion, 2-3 h; activation, % at 16.6 µM; 0.61% of 370,000 active;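 active = lowest replicate activation of at least 40%, so every replicate reaches that level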;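 note: 0% = median of neutral control wells and 100% = median of IBMX positive control wells; some compounds called inactive have numbers as strong as hits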
RAD52 anneal inh = blocks human RAD52 DNA annealing; recombinant RAD52 DNA annealing, FRET fluorescence; P43351; 0.46% of 360,000 active; AID 651710; inhibition, % at 18.7 µM;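 active = every replicate showing at least 50% inhibition; inconclusive = mean inhibition at least 50% but not in every replicate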
The depositor's hits bear a star; ? = inconclusive; . = no result given.

1) Cc1ccc(S(=O)(=O)Nc2ccc3c(c2)C(=O)N([C@H](C)CO)C[C@H](C)[C@@H](CN(C)Cc2ccc(Cl)c(Cl)c2)OCCCC[C@H](C)O3)cc1
2) CN(C)S(=O)(=O)c1ccc(Cl)c(C(=O)NCCNC(=O)c2cc(S(=O)(=O)N(C)C)ccc2Cl)c1
3) CC(=O)Nc1ccc(C(=O)NNC(=O)C2CC2)cc1
4) C[C@@H]1CN([C@@H](C)CO)C(=O)Cc2cc(NC(=O)Cc3ccccc3)ccc2O[C@H]1CN(C)Cc1ccc(-c2ccccc2)cc1
5) CC(=O)c1cccc(-c2cnc3c(NC=O)cc(-c4ccccc4)cn23)c1
6) C[C@@H]1CN([C@H](C)CO)C(=O)c2cc(NC(=O)Cc3ccccc3)ccc2O[C@@H](C)CCCCO[C@@H]1CN(C)C
7) Cc1[nH]c2ccccc2c1N=Nc1ccccc1F
8) C/C=C/c1cnc2c(c1)C(=O)N([C@H](C)CO)C[C@@H](C)[C@@H](CN(C)C(=O)Cc1ccccc1)O2
entry no.	1	2	3	4	5	6	7	8
CASP6 VEID inh	-1	-12	-1	-1	-1	2	7	-1
CFTR F508del cor	4.7	3.0	-1.2	-0.9	1.0	1.8	-4.9	2.2
GSIS activator	-19	-6	3	-13	-4	20	-31	18
DENV2 CPE	0	-2	10	-1	1	17	12	14
E-sel inducer	.	-0.1	-1.2	-3.0	-0.1	0.0	.	0.0
RAD54 inh	-10	.	-13	5	3	-2	.	0
RAD52 anneal inh	29	-4	0	-9	-85	-8	3	22
Xi reactivation	0.0	-0.1	0.4	0.0	0.0	0.6	1.3	0.2

9) CCc1nnc(NS(=O)(=O)c2ccc(NC(=O)COc3ccc4ccccc4c3)cc2)s1
10) CC(C)NC[C@@H]1[C@H](c2ccc(C3=CCCCC3)cc2)[C@H](CO)N1S(C)(=O)=O
11) O=C1CC(c2cccc(Cl)c2)CC(O)=C1C=NC1CCCC1 (stereo not given)
12) O=C(C[C@@H]1CC[C@@H](NC(=O)c2ccc3c(c2)OCO3)[C@H](CO)O1)NCc1ccc(F)cc1
13) Cc1ccc(S(=O)(=O)NNC(=O)c2cccs2)c(C)c1
14) COc1ccccc1CN1CC(C(=O)NCCc2cn[nH]c2)CCC1=O (stereo not given)
15) Cc1sc2ncn(-c3ccccc3)c(=O)c2c1C
16) COc1ccc(NC(=O)Nc2ccc3c(c2)[C@H]2C[C@H](CC(=O)NCC(F)(F)F)O[C@H](CO)[C@H]2O3)cc1
entry no.	9	10	11	12	13	14	15	16
CASP6 VEID inh	6	.	1	1	1	-4	-4	4
CFTR F508del cor	-4.7	1.7	0.8	0.1	.	0.3	-1.6	0.8
GSIS activator	10	1	-14	7	-6	3	-5	2
DENV2 CPE	-1	-8	?	-4	-7	-7	1	-2
E-sel inducer	.	-0.1	.	0.5	-2.6	-2.2	1.9	-0.1
RAD54 inh	.	1	2	0	16	7	.	-5
RAD52 anneal inh	-1	-20	-5	-11	8	-5	-16	-1
Xi reactivation	0.1	0.3	0.7	0.1	-0.2	0.1	-0.1	0.2

17) CO[C@@H](CN(C)S(=O)(=O)c1cccc(Cl)c1)[C@H](C)CN([C@@H](C)CO)S(=O)(=O)c1cccc(Cl)c1
18) CCNC(=S)N1N=C2c3ccccc3CCC2C1c1ccc(F)cc1 (stereo not given)
19) CC(C)c1cn(CC[C@@H]2CC[C@H](NS(=O)(=O)c3ccccc3)[C@H](CO)O2)nn1
20) Cc1ncc(C)c2c([N+](=O)[O-])cccc12
21) O=S(=O)(Nc1ccccc1)c1cccc2nsnc12
22) COc1cccc(C(=O)N2C[C@H]3[C@@H](c4ccccc42)[C@H](CO)N3C(C)=O)c1
23) CC(C)(C)NC(=O)C1(C)CCC(=O)N1CCCn1ccnc1 (stereo not given)
24) COC(C(=O)Nc1ccnn1C1CCN(Cc2ccc(Cl)s2)CC1)c1ccccc1 (stereo not given)
entry no.	17	18	19	20	21	22	23	24
CASP6 VEID inh	-2	1	1	16	36*	-1	-4	-4
CFTR F508del cor	1.1	-0.3	-1.2	1.6	0.8	-3.7	-1.1	2.6
GSIS activator	-10	-7	10	.	-8	2	11	-9
DENV2 CPE	-3	-1	-1	1	-2	-1	7	?
E-sel inducer	0.1	0.1	0.0	.	.	-0.2	-1.6	.
RAD54 inh	-4	0	3	-3	-1	0	2	2
RAD52 anneal inh	-8	-4	-1	-4	-8	-5	-9	-5
Xi reactivation	0.0	0.1	1.2	0.1	0.0	0.0	0.3	0.1

25) O=c1c(-c2ccco2)nc2ccccc2n1C(c1ccccn1)c1nc2ccccc2[nH]1 (stereo not given)
26) C[C@@H]1CN([C@H](C)CO)S(=O)(=O)c2ccc(-c3ccc(C#N)cc3)cc2O[C@H]1CN(C)C
27) COc1cc([N+](=O)[O-])ccc1NC(=O)CN1CCOCC1
28) CC(C)(C)C(=O)NC(=S)NNC(=O)c1ccncc1
29) O=C(N[C@H]1CC[C@H](CCNC(=O)C2CCCC2)O[C@H]1CO)c1ccccn1
30) O/N=C/c1cccnc1Sc1ccccc1
31) N#C/C(=C\Nc1ccc(F)c(Cl)c1)C(=O)C1CC1
32) CO[C@@H]1CN(C)C(=O)c2cc(NC(C)=O)ccc2OC[C@H](C)N(C(=O)Cc2ccccn2)C[C@H]1C
entry no.	25	26	27	28	29	30	31	32
CASP6 VEID inh	4	-2	5	-4	-1	4	6	-2
CFTR F508del cor	-2.3	0.7	-1.2	1.2	-1.1	-0.6	-0.7	0.9
GSIS activator	-9	48*	-1	3	1	8	15	-2
DENV2 CPE	15	0	-1	1	2	.	8	-7
E-sel inducer	-0.3	0.2	-0.2	.	-0.1	.	-0.1	-0.2
RAD54 inh	.	-2	-3	-2	-7	.	-5	1
RAD52 anneal inh	1	-1	-5	-16	-3	-7	-22	-4
Xi reactivation	-0.1	-0.5	-0.2	0.0	0.1	0.0	0.0	0.5

33) COc1ccc(NS(=O)(=O)c2ccc3oc(SC)nc3c2)cc1
34) O=C(Nc1ccnc(-c2ccncc2)n1)c1ccccc1Cl
35) C[C@@H]1CN([C@@H](C)CO)C(=O)c2ccccc2-c2ccccc2CO[C@H]1CN(C)C(=O)CCC(F)(F)F
36) CCCC(=O)Nc1ccc2c(c1)C(=O)N(C)C[C@@H](OC)[C@H](C)CN(C(=O)c1cccnc1)[C@@H](C)CO2
37) Cc1noc(C)c1S(=O)(=O)N(C)C[C@@H]1OCCCC[C@@H](C)Oc2ccc(NC(=O)NC3CCCCC3)cc2C(=O)N([C@@H](C)CO)C[C@H]1C
38) OC[C@@H]1[C@@H](c2ccc(C#Cc3cccnc3)cc2)[C@H]2CN(Cc3ccccc3F)CCCCN12
39) Cc1cnc(C(=O)OCc2nc3ccsc3c(=O)[nH]2)cn1
40) Cc1ccc(S(=O)(=O)NCC[C@@H]2CC[C@H](NS(=O)(=O)c3ccccc3Cl)[C@@H](CO)O2)cc1
entry no.	33	34	35	36	37	38	39	40
CASP6 VEID inh	4	1	3	-3	0	1	28	2
CFTR F508del cor	-0.4	0.8	1.8	1.7	0.6	3.5	2.2	2.5
GSIS activator	-20	-3	3	9	-1	-6	4	-2
DENV2 CPE	8	.	-3	1	?	19	2	3
E-sel inducer	0.5	4.9	-0.1	0.3	0.0	-0.1	0.4	0.2
RAD54 inh	-11	.	-7	-14	4	8	-6	-9
RAD52 anneal inh	-4	-5	-9	4	-20	10	-32	4
Xi reactivation	0.2	0.0	0.2	0.7	0.0	0.0	0.1	0.1

41) COc1ccc(S(=O)(=O)N(C)C[C@H]2OCCCC[C@@H](C)Oc3ccc(NC(=O)c4ccncc4)cc3C(=O)N([C@@H](C)CO)C[C@@H]2C)cc1
42) Cc1ccc(S(=O)(=O)Nc2ccc3c(c2)C(=O)N([C@H](C)CO)C[C@@H](C)[C@H](CN(C)C(=O)Nc2ccc(C(F)(F)F)cc2)OCCCC[C@H](C)O3)cc1
43) COc1ccc(-c2nn(CCC(=O)O)cc2/C=C/C(=O)O)cc1[N+](=O)[O-]
44) CC(Oc1cc2oc(=O)c3c(c2cc1Cl)CCC3)C(=O)NCCN1CCOCC1 (stereo not given)
45) CN(c1ccccc1)S(=O)(=O)c1cccc(NC(=O)C2CCCO2)c1 (stereo not given)
46) C[C@@H]1CN([C@H](C)CO)C(=O)c2cc(NC(=O)C3CCCCC3)ccc2O[C@@H]1CN(C)C(=O)NC1CCCCC1
47) CO[C@@H]1CN(C)C(=O)c2ccc(NC(=O)C3CCOCC3)cc2OC[C@@H](C)N(Cc2nccs2)C[C@@H]1C
48) CCOC(=O)C1(CCOC)CCN(C(=O)Cc2ccc3ccccc3c2)CC1
49) O=C(Nc1ccccc1)N1C[C@H]2[C@@H](c3ccccc31)[C@H](CO)N2C(=O)c1ccccc1F
50) Cc1ccc(CNC(=O)c2ccc(N(C)C)cc2)cc1
entry no.	41	42	43	44	45	46	47	48	49	50
CASP6 VEID inh	1	0	1	1	-1	-1	.	1	2	4
CFTR F508del cor	1.2	-0.2	.	1.5	-8.6	2.6	-0.9	1.6	3.2	-2.1
GSIS activator	-16	19	14	-15	-38	-2	16	-6	-4	-4
DENV2 CPE	4	3	.	1	11	-4	.	-1	-4	3
E-sel inducer	-0.1	0.3	-1.5	.	0.7	-0.2	-0.2	0.0	0.4	4.1
RAD54 inh	-8	4	.	9	7	-2	.	2	0	.
RAD52 anneal inh	7	-44	-5	-23	-15	-1	.	-10	-18	-18
Xi reactivation	0.1	0.1	0.6	0.0	0.2	-1.1	0.6	0.0	0.1	-0.5

Filtered by structure: those above with two or more sulfur atoms.
2) CN(C)S(=O)(=O)c1ccc(Cl)c(C(=O)NCCNC(=O)c2cc(S(=O)(=O)N(C)C)ccc2Cl)c1
9) CCc1nnc(NS(=O)(=O)c2ccc(NC(=O)COc3ccc4ccccc4c3)cc2)s1
13) Cc1ccc(S(=O)(=O)NNC(=O)c2cccs2)c(C)c1
17) CO[C@@H](CN(C)S(=O)(=O)c1cccc(Cl)c1)[C@H](C)CN([C@@H](C)CO)S(=O)(=O)c1cccc(Cl)c1
21) O=S(=O)(Nc1ccccc1)c1cccc2nsnc12
33) COc1ccc(NS(=O)(=O)c2ccc3oc(SC)nc3c2)cc1
40) Cc1ccc(S(=O)(=O)NCC[C@@H]2CC[C@H](NS(=O)(=O)c3ccccc3Cl)[C@@H](CO)O2)cc1
entry no.	2	9	13	17	21	33	40
CASP6 VEID inh	-12	6	1	-2	36*	4	2
CFTR F508del cor	3.0	-4.7	.	1.1	0.8	-0.4	2.5
GSIS activator	-6	10	-6	-10	-8	-20	-2
DENV2 CPE	-2	-1	-7	-3	-2	8	3
E-sel inducer	-0.1	.	-2.6	0.1	.	0.5	0.2
RAD54 inh	.	.	16	-4	-1	-11	-9
RAD52 anneal inh	-4	-1	8	-8	-8	-4	4
Xi reactivation	-0.1	0.1	-0.2	0.0	0.0	0.2	0.1
